# Bioassay records from PubChem.
# D2 PAM: HTS Assay for Positive Allosteric Modulators of the Human D2 Dopamine Receptor: Primary Screen for Potentiators; D(2) dopamine receptor (Homo sapiens), P14416; HEK293 T-REx D2, calcium flux, EC20 dopamine potentiation; potentiation, % at 10 µM; 340,000 compounds, 0.34% hits; AID 485347, 2010;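 active = potentiation over 3 SD above the plate norm, cut at about 30% in these data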; also: 0% is about no effect
# Target sequence (P14416 whole entry, looked up): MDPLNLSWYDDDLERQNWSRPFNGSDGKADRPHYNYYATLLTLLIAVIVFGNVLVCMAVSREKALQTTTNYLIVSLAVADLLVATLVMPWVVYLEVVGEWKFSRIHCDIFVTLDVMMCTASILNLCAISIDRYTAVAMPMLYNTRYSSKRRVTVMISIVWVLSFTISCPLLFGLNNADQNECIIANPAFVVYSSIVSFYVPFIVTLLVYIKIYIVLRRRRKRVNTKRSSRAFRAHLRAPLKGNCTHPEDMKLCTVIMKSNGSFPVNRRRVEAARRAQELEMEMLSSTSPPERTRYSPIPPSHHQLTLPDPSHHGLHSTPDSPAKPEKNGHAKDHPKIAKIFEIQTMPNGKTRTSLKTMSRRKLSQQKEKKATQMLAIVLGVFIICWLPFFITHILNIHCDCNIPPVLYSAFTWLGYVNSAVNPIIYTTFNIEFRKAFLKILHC
#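 Cells plated with tetracycline inducer and held overnight at 30 C; calcium dye loaded 30–90 min at room temperature; baseline taken, compound added and read 180 s; EC20 dopamine then added and read 180 s.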
# GRP78 ERSR act: qHTS for Inducers of the Endoplasmic Reticulum Stress Response (ERSR) in Human Glioma: qHTS; Potency, µM, inactives show at the highest dose activation, actives largely listed as activators; AID 602332, 2012; U87-MG GRP78 promoter luciferase reporter, 16 h; 420,000 compounds, 0.02% hits; also: potency is read from the fitted curve at half-maximal effect; series mostly up to about 76 µM; % of control where 0% means no effect; nearly all actives have a fitted effect of over 35% in size
#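 Stably transfected U87-MG glioma cells carrying a GRP78-based luciferase sensor; 16 h compound incubation. Luminescence end-point read 10 min after Bright-Glo addition at room temperature.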
# Vif-APOBEC3F blk: qHTS for Inhibitors of Vif-A3F Interactions: qHTS; HeLa A3F-eYFP + Vif (tagged APOBEC3F with the HIV-1 protein that degrades it), YFP fluorescence increase; Potency, µM (highest dose often 46.1 µM), for inactives: top-dose activity, negative = active; 390,000 compounds, 0.2% hits; also: potency is read from the fitted curve at half-maximal effect; % of control where 0% means no effect; nearly all actives have a fitted effect of over 65% in size
#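 Fluorescence increase (Ex 488/Em 500-530) after overnight compound treatment at 37 deg C flags inhibition of Vif-driven A3F-eYFP loss in stable HeLa A3F-eYFP/Vif cells seeded overnight beforehand.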
# D1 PAM: Potentiators of Human D1 Dopamine Receptor: qHTS; HEK293 TREx D1 cells, calcium flux, dopamine EC20 potentiation; potentiation, % at 10 µM; 360,000 compounds, 0.036% hits; AID 504651, 2011; in the data active = potentiation above about 30%; also: 0% is about no effect
# D1 agonist: Allosteric Agonists of the Human D1 Dopamine Receptor: qHTS | activation, % at 2 µM | D(1A) dopamine receptor (Homo sapiens), P21728 | 360,000 compounds, 1% hits | HEK293 T-REx D1 cells, calcium flux, agonist mode | AID 504660, 2011; in the data active = activation above about 30%; also: 0% is about no effect
#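 Tetracycline-induced HEK293 TREx D1 cells, force-coupled to calcium signalling, were dye-loaded with a no-wash calcium kit. Compound was pin-added after a 10 s baseline. Fluorescence was read kinetically at 1 cycle/s for 180 s, with calcium rises flagged as agonism.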
# D1 antag: Antagonist of Human D 1 Dopamine Receptor: qHTS; D(1A) dopamine receptor (Homo sapiens), P21728; HEK293 TREx D1 cells, calcium flux, dopamine EC80; hits give low values; activity change, negative = inhibition, % at 10 µM; 360,000 compounds, 3.2% hits; AID 504652, 2011; in the data active = activity change below about -30%; also: % is scaled to controls: 0 for no effect and ±100 for the full control effect
#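 Tetracycline-induced HEK293 T-REx cells with force-coupled D1 receptor were loaded with a no-wash calcium dye. Compound was added after a 10 s baseline and read kinetically for 180 s; EC80 dopamine was then added and calcium flux followed another 180 s.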
# Vif-A3G inh: qHTS for Inhibitors of Vif-A3G Interactions: qHTS; DNA dC->dU-editing enzyme APOBEC-3G (Homo sapiens), Q9HC16; HeLa A3G-eYFP + Vif (tagged APOBEC3G with the HIV-1 protein that degrades it), YFP fluorescence, overnight; Potency, µM (series often up to 46.1 µM), for inactives: top-dose activity, negative = active, most hits filed as inhibitors; 410,000 compounds, 0.076% hits;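 also: potency is read from the fitted curve at half-maximal effect; % is scaled to controls: 0 for no effect and ±100 for the full control effect; nearly all actives have a fitted effect of over 60% in size; hits raise eYFP signal because A3G escapes Vif-driven loss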
# Target sequence (Q9HC16 whole entry, looked up): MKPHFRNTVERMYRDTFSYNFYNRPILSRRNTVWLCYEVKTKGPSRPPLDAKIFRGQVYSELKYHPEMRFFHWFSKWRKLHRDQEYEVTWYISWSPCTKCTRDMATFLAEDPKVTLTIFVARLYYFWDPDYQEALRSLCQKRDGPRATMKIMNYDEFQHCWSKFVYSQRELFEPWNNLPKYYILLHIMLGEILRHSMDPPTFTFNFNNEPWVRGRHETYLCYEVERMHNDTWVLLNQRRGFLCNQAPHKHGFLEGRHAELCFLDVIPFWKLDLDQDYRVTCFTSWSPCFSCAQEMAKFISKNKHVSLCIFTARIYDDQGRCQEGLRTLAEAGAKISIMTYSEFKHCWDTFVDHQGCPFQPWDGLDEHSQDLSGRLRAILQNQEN
#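 Read-out is eYFP fluorescence (Ex 488/Em 500-530) from Vif-expressing HeLa A3G-eYFP cells; more signal means A3G escaped Vif-mediated degradation. Cells plated overnight, compound pinned in, incubated overnight at 37 deg C.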
# LDHA block: qHTS assay for inhibitors of human lactate dehydrogenase; L-lactate dehydrogenase A chain (Homo sapiens), P00338; purified LDHA, NADH/diaphorase-resazurin fluorescence; hits give low values; activity change, % (values are at about 110 or 230 µM); 480,000 compounds, 0.15% hits; AID 1347041, 2019; in the data active = activity change below about -30%; inconclusive = mostly about -25% to -30%;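 also: plate controls were DMSO wells for no effect and wells without enzyme for full effect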
#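 LDH5 2 nM; NADH 0.06 mM, pyruvate 0.2 mM; 200 mM Tris pH 7.4, EDTA, Tween-20; 5 min RT. Detection: diaphorase 0.133 mg/mL + resazurin 37 µM, fluorescence ex540/em590 at 0 and 20 min; normalized to enzyme-free and DMSO wells.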
# RXFP1 ag: qHTS Assay for Agonists of the Relaxin Receptor RXFP1. Relaxin receptor 1 (Homo sapiens), Q9HBX9. HEK293T-RXFP1 cAMP TR-FRET, 30 min; response scale: percent of porcine relaxin response, buffer zero. Potency, µM (series often up to 57.5 µM), without a hit: at the highest dose activation, usual class: activators. 370,000 compounds, 0.3% hits. AID 2676, 2010; also: potency is read from the fitted curve at half-maximal effect; % is scaled to controls: 0 for no effect and ±100 for the full control effect; nearly all actives have a fitted effect of over 60% in size; many of its hits are not listed in these tables
#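 cAMP rise read by TR-FRET after 30 min, 37C compound exposure (up to 58 uM) in RXFP1-transfected HEK293 cells with Ro 20174 present. EC50 from Hill-equation fits, with 29 nM porcine relaxin as 100% and buffer as basal.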
# An asterisk follows results filed as active; u = inconclusive; x = no result given. Unless noted, calls follow the shape of the dose curve; as a rule, active = well fitted curve in the direction sought with a large enough effect; inconclusive = small, poorly fitted or top-dose-only effect, or another doubt; inactive = no such curve, though single readings can be large; an effect the other way counts as inactive or inconclusive. A portion of the library; count on the stated rates, not on these rows.
entry	Compound	D2 PAM	GRP78 ERSR act	Vif-APOBEC3F blk	D1 PAM	D1 agonist
1	CCOC(=O)C1CCN(C(=O)Cc2ccc(-c3ccccc3)cc2)CC1	11	-5%	0%	-3	-1
2	COc1cc(NC(=O)CC2C(=O)N(c3cccc(C)c3)C(=O)N2Cc2ccco2)cc(OC)c1 (stereo not drawn)	1	-2%	-11%	2	0
3	CCCc1cc(=O)[nH]c(Nc2ccc(C)c(O)c2)n1	-13	-6%	1%	-2	0
4	CC(=O)Nc1c2c(nn1-c1ccccc1C)CS(=O)(=O)C2	4	-1%	-4%	-1	3
5	Cc1ccc(-n2c(C)cc(C(=O)COC(=O)c3ccc[nH]c3=O)c2C)cc1C	-5	-9%	1%	-1	-1
6	CCc1n[nH]c(=O)n1Cn1c(CC)n[nH]c1=O	-3	-3%	4%	-2	2
7	COc1cc([N+](=O)[O-])ccc1NC(=O)/C=C/C(=O)O	17	-6%	-16%	-5	-4
8	CN(C)/N=C/c1ccc(Sc2ccccc2[N+](=O)[O-])o1	0	-3%	9%	-6	2

entry	D1 antag	Vif-A3G inh	LDHA block	RXFP1 ag
1	22	-6%	-1	0.6%
2	-14	-3%	-2	-1.7%
3	-1	-4%	6	-0.3%
4	-8	-10%	-3	2.0%
5	-28	0%	-3	-0.2%
6	-24	-2%	-3	-0.2%
7	2	-1%	-7	-2.7%
8	-33*	0%	-2	1.0%

# Continuation:
entry	Compound	D2 PAM	GRP78 ERSR act	Vif-APOBEC3F blk	D1 PAM	D1 agonist
9	CCOC(=O)c1c(C)[nH]c(C)c1C(=O)COC(=O)/C=C/c1ccc(OC)cc1	-11	-4%	-20%	0	0
10	O=C(NCCCN1CCOCC1)c1cc2nc(-c3ccco3)cc(C(F)(F)F)n2n1	4	-4%	-10%	x	2
11	CCC(CO)Oc1cc(NC(=O)c2ccccc2N)c2ncn(C(C)C)c2c1 (stereo not drawn)	x	4%	-2%	x	x
12	CN(C(=O)COC(=O)COc1ccc(Cl)cc1)C1CCCCC1	8	-3%	0%	-13	10
13	COc1ccc(-n2c(=O)c3c4c(sc3n(Cc3ccc(C(C)(C)C)cc3)c2=O)CCC4)c(OC)c1	-4	0%	0%	2	3
14	COc1ccc(Br)cc1S(=O)(=O)Nc1ncccc1C	8	-1%	0%	-6	3
15	CCCCSc1nc2sc3c(c2c(=O)n1-c1ccc(OC)cc1)CCN(C)C3	-5	-3%	u	7	4
16	COc1ccc(Cn2cc(CN3CCS(=O)(=O)N(Cc4ccc(-c5cccc(Cl)c5)cc4)C(C)C3=O)nn2)cc1 (stereo not drawn)	x	-4%	8%	x	x

entry	D1 antag	Vif-A3G inh	LDHA block	RXFP1 ag
9	-11	u	-5	1.1%
10	-13	0%	-6	4.3%
11	x	-1%	14	x
12	-3	1%	-1	2.1%
13	0	4%	-8	-0.9%
14	-3	0%	2	-1.7%
15	13	-3%	7	4.3%
16	x	3%	0	x

# (list continues)
entry	Compound	D2 PAM	GRP78 ERSR act	Vif-APOBEC3F blk	D1 PAM	D1 agonist
17	COC(=O)C(NS(=O)(=O)c1ccccc1Cl)c1ccccc1 (stereo not drawn)	-1	-2%	3%	-2	0
18	CCC(=O)N1c2ccccc2NC2=C(C(=O)CC(c3ccco3)C2)C1c1ccco1 (stereo not drawn)	4	-4%	2%	-5	0
19	CCCc1nnc(NC(=O)C(=O)NCCN(CC)CC)s1	0	-5%	-2%	4	4
20	CCn1c(CNc2ccc(C(=O)O)cc2)nc2ccccc21	14	-2%	-9%	1	2
21	CCOC(=O)c1c(NC(C)=O)c2c3c(sc2n1Cc1cccc(Cl)c1)CCCC3	5	x	x	1	-1
22	Nc1nc(C(c2ccccc2)c2ccccc2)cs1	-12	1%	5%	7	5
23	O=C(NC1CC(=O)N(c2cccc(F)c2)C1)c1ccc(Br)o1 (stereo not drawn)	-5	-3%	-3%	-1	-1
24	Cc1ccc(CNS(=O)(=O)c2ccc(C)s2)cc1	13	-8%	-6%	1	0

entry	D1 antag	Vif-A3G inh	LDHA block	RXFP1 ag
17	-5	5%	4	1.7%
18	-1	-1%	-3	2.7%
19	3	2%	-2	0.0%
20	1	-5%	-6	1.2%
21	7	x	-2	1.6%
22	0	-5%	-1	0.4%
23	x	-2%	-6	-0.2%
24	-3	4%	-4	-1.5%

# Going on with the list:
entry	Compound	D2 PAM	GRP78 ERSR act	Vif-APOBEC3F blk	D1 PAM	D1 agonist
25	CN(C)c1ccc(C(=O)NNC(=O)c2ccc(Cl)cc2)cc1	-3	-7%	7%	-3	1
26	Cn1ncc(Br)c1C(=O)NC1CCCCC1	-8	0%	1%	-2	-1
27	CCN1CCC(NCCc2ccc(F)cc2)CC1	-7	-4%	3%	1	10
28	COc1cccc(CN2CC(C(=O)NCCc3ccc(C)o3)CCC2=O)c1 (stereo not drawn)	x	-2%	7%	-1	9
29	COc1ccc(OCc2cc(C(=O)N(C)Cc3cc(C)no3)no2)c(Cl)c1	-8	2%	-1%	-4	7
30	O=C1c2ccccc2C(=O)c2[nH]c(=O)[nH]c21	11	-15%	10%	-1	1
31	N#Cc1c(-c2ccccc2)ccn(Cc2ccccc2Cl)c1=O	3	-4%	2%	-8	0
32	CCN(CC)C(=O)[C@H]1CC(CC(=O)NCCCN(C)C)C(=O)N2CCc3c([nH]c4ccccc34)[C@]12C (stereo partly drawn)	x	-3%	-2%	x	x

entry	D1 antag	Vif-A3G inh	LDHA block	RXFP1 ag
25	5	-2%	-48*	0.4%
26	6	-4%	-6	-5.3%
27	7	-1%	-4	0.3%
28	10	-6%	-7	1.4%
29	-3	0%	-2	1.2%
30	1	-1%	29	-2.1%
31	-11	u	-1	1.2%
32	x	-3%	-7	x

# D1 antag: what is marked active above.
item	canonical_smiles	D2 PAM	GRP78 ERSR act	D1 PAM	D1 agonist	D1 antag	Vif-A3G inh	RXFP1 ag
8	CN(C)/N=C/c1ccc(Sc2ccccc2[N+](=O)[O-])o1	0	-3%	-6	2	-33*	0%	1.0%

# Continuation.
entry	Compound	D2 PAM	GRP78 ERSR act	Vif-APOBEC3F blk	D1 PAM	D1 agonist
33	COc1ccc(C2CC(=O)Oc3ccc(OC)cc32)cc1 (stereo not drawn)	x	0%	4%	x	x
34	CCn1c(=O)c(C(=O)CN(C)Cc2cccc(OC)c2OC)c(N)n(Cc2ccccc2)c1=O	6	-9%	-4%	1	2
35	O=C(Cn1cnc2ccccc21)Nc1ccc(C(=O)O)cc1	10	1%	-4%	-2	2
36	CCC(Cc1ccccc1)NS(=O)(=O)c1c(C)nc2scc(C)n2c1=O (stereo not drawn)	4	-3%	7%	-2	3
37	CC(=O)c1c(C)[nH]c(C(=O)CSc2nc3ccccc3c(=O)n2CCCN2CCOCC2)c1C	-11	-5%	-1%	-10	3
38	CCOc1cc(C(=O)Nc2ccc(C)cc2C)ccc1OCC(=O)N1CCCCC1	16	2%	5%	-6	0
39	COC(=O)Cc1c(C)nc2nc(NCc3ccc(Br)cc3)[nH]n2c1=O	-14	-3%	-2%	1	1
40	CN1C(=O)NC(c2ccccc2)C2=C1CN(Cc1ccco1)C2=O (stereo not drawn)	2	-2%	-7%	1	-1

entry	D1 antag	Vif-A3G inh	LDHA block	RXFP1 ag
33	x	-2%	-2	x
34	-6	-1%	-22	0.0%
35	6	1%	-2	1.7%
36	34	-2%	-2	2.8%
37	-9	4%	2	2.0%
38	-26	-6%	-11	-0.2%
39	3	-3%	-4	-2.5%
40	2	2%	2	-0.3%

# Three structures already listed, sorted by heavy-atom count, falling:
entry	Compound	D2 PAM	GRP78 ERSR act	Vif-APOBEC3F blk	D1 PAM	D1 agonist
38	CCOc1cc(C(=O)Nc2ccc(C)cc2C)ccc1OCC(=O)N1CCCCC1	16	2%	5%	-6	0
39	COC(=O)Cc1c(C)nc2nc(NCc3ccc(Br)cc3)[nH]n2c1=O	-14	-3%	-2%	1	1
35	O=C(Cn1cnc2ccccc21)Nc1ccc(C(=O)O)cc1	10	1%	-4%	-2	2

entry	D1 antag	Vif-A3G inh	LDHA block	RXFP1 ag
38	-26	-6%	-11	-0.2%
39	3	-3%	-4	-2.5%
35	6	1%	-2	1.7%

# More records
entry	Compound	D2 PAM	GRP78 ERSR act	Vif-APOBEC3F blk	D1 PAM	D1 agonist
41	O=C(CC1C(=O)NCCN1CC1CCCCC1)NCc1ccc(F)cc1 (stereo not drawn)	-5	0%	-4%	0	0
42	Cc1ncc(CO)c(/C=N/NC(=O)c2ccc(Br)cc2)c1O	-23	x	x	-7	4
43	O=C(O)c1ccc(NC(=S)NCc2ccccc2)cc1	-3	-2%	-10%	-1	3
44	Cc1ccccc1-c1nnc(SCC(=O)N2CCCc3ccccc32)o1	20	-2%	2%	-2	5
45	Cc1cc(O)c(C)c(O)c1/C=N/NC(=O)c1cccnc1	-17	-1%	-2%	-7	-1
46	CCN1C(=O)[C@H]2[C@H]3CN=C(SCC4CC4)N3[C@@](CC)(C(=O)OC)[C@H]2C1=O	x	-1%	2%	x	x
47	CCOC(=O)c1c(-c2ccccc2)csc1NC(=O)/C(C#N)=C/c1ccc(OC)c(OC)c1	4	-5%	-12%	-4	9
48	COC(=O)c1ccc(/C=N/OCC(=O)NC2CCCCCCC2)cc1	20	0%	4%	0	6

entry	D1 antag	Vif-A3G inh	LDHA block	RXFP1 ag
41	-4	-1%	-11	-3.8%
42	-13	x	x	0.0%
43	-18	2%	-1	-0.4%
44	9	0%	0	7.7%
45	-3	0%	0	-0.3%
46	x	1%	-2	x
47	1	-1%	1	-0.6%
48	-23	6%	-7	1.1%
